Assay outcomes from PubChem.
Cneo AK release: Cryptococcus neoformans lysis via adenylate kinase release; C. neoformans lysis, adenylate kinase release luminescence, 4 h; normalised: neutral wells 0, clomiphene wells 100; lysis activity, % at 15 µM; 360,000 compounds, 0.2% hits; AID 651654;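 active = mean lysis activity across replicates of at least 80%, whatever share of replicates individually reach that level; inactive = mean lysis activity below 80%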
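Signal: Adenylate kinase release luminescence | Assay system: Log-phase Cryptococcus neoformans yeast cells | Input: Cells at 5 × 10^6 per mL | Buffer or medium: Fresh YPD growth medium | Compound: Single dose | Schedule: Static 4 h at 37 °C with compound, 1 h detection | Controls: Clomiphene | Read-out: Luminescence rise reflecting yeast cell lysis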
SIRT5 block: blocks human SIRT5 desuccinylation of peptide | Q9NXA8 | Purified SirT5, succinyl-peptide AMC, trypsin-coupled fluorescence | inhibition, % at 15 µM | 330,000 compounds, 1.1% hits | AID 652115; in the data active = inhibition above about 15%; inconclusive = no clear call, values can overlap the other calls
Target sequence (Q9NXA8 whole entry, looked up): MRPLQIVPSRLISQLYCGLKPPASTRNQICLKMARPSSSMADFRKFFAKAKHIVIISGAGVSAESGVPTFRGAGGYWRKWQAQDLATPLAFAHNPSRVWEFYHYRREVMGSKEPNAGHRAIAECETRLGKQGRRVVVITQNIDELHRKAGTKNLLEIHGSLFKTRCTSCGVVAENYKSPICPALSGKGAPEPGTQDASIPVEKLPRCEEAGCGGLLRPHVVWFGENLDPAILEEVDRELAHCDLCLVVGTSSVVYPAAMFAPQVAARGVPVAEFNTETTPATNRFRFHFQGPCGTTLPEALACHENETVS
S100A4 inh HTS: inhibitors of human S100A4 binding to myosin IIA peptide | P26447 | S100A4/TAMRA-MyoIIA peptide fluorescence polarization | inhibition, % at 10.7 µM | 360,000 compounds, 0.14% hits;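 active = mean inhibition of at least 70% across replicates, with every replicate also reaching that level; inconclusive = mean inhibition reaches 70% but some replicates fall short; inactive = mean inhibition below 70%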
Target sequence (P26447 whole entry, looked up): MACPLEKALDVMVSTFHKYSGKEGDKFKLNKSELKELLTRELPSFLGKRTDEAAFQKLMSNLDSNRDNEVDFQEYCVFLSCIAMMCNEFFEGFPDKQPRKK
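Material: S100A4 monomer (human). Medium: Calcium-containing HEPES buffer, pH 7.2. Probe or stimulus: labelled myosin peptide probe, 5 nM. Compound dosing: one concentration per compound. Timing: polarization read 5 min after assay mix addition, stable 5–60 min. Benchmarks: DMSO as neutral control, TFP as positive control.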
Statin myotox sup: suppression of simvastatin myotoxicity. C2C12 myotubes + simvastatin, ATP luminescence, 48 h; scaled: DMSO 0, geranylgeraniol control 100. rescue of ATP level, % at 7.49 µM. 330,000 compounds, 0.78% hits;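 active = mean ATP rescue above about 67%, or every replicate alone reaching that limit, limit read from the data, passing the limit was not always enough; inconclusive = no clear call, values can overlap the other calls; inactive = mean under the limit and some replicate under it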;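 note: myotubes were challenged with 10 µM simvastatin during compound exposure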
PGC1a acetyl inh: PGC1a acetylation modulation, inhibitor mode | U2OS PGC1a acetylation, AlphaScreen anti-acetyl-lysine; with virally co-expressed GCN5 acetyltransferase | inhibition, % at 15.6 µM | 350,000 compounds, 0.17% hits | AID 651687;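 active = every replicate shows inhibition of at least 40%; inconclusive = mean inhibition at least 40% but some replicate below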;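 note: 0% = neutral control wells and 100% = positive control wells; some results beyond the cut were filed as inactive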
LGR2 inh: Drosophila LGR2 receptor signaling inhibition. inhibition, % at 9.99 µM. AID 720647. 380,000 compounds, 0.35% hits. HEK293 LGR2, CRE-luciferase, bursicon-stimulated, 4 h;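 active = drop in luminescence signal, shown as inhibition above about 50% in the replicate tests, limit read from the data, passing the limit was not always enough; inconclusive = probably only some replicates passing the limit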;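 note: agonist challenge used bursicon conditioned medium at about half maximal strength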
XiGFP reactiv: X-chromosome reactivation activator. XiGFP mouse fibroblasts, % GFP-positive cells imaging, 3 d; cells co-treated with 5-aza-dC sensitizer; scaled so ellipticine positive control = 100%. activation, % at 7.58 µM. 360,000 compounds, 0.055% hits. AID 743238;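 active = mean normalized replicate activation at least 10% and every replicate at or above 10%; inconclusive = only one of the two criteria met; inactive = mean below 10% and not all replicates reach 10%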;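 note: 0% = median of on-plate neutral control wells and 100% = ellipticine 6 µM median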
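System: 68-5-11 XiGFP fibroblast line | Buffer or medium: DMEM containing 5-aza-dC | Compound: Single point | Times: Compounds 3 days, fix/stain 15 min at room temperature | Benchmarks: Positive control ellipticine, 6 µM final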
ERAP1 HTS inh: inhibitors of human ERAP1 aminopeptidase; Q9NZ08; recombinant ERAP1, Leu-AMC fluorescence, 60 min; inhibition, % at 10.7 µM; 340,000 compounds, 0.15% hits; AID 652197;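 active = mean replicate inhibition of at least 30%, or all replicates individually reaching that 30% level; inactive = mean below 30% and not every replicate reaching it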;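 note: 0% = neutral control wells and 100% = L-leucinethiol positive control wells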
Starred values were filed as active, the others as inactive; ? = inconclusive; nt = not tested or not shown. An excerpt; count on the stated rates, not on these rows.

Each structure is followed by: Cneo AK release, SIRT5 block, LGR2 inh, Statin myotox sup, PGC1a acetyl inh, XiGFP reactiv, ERAP1 HTS inh, S100A4 inh HTS
> Cc1ccc(C(=O)OCC(=O)N2CCOCC2)c(C)c1
    nt, 3, -4, -1, -4, 0.3, 2, -4
> CCc1ccc(NC(=O)C/C(C)=N/NC(=O)COc2ccc(C)cc2Br)cc1
    0, -1, 1, 12, 1, 0.0, 6, -6
> CCOc1ccc(OCC)c(NC(=O)c2nnn(CC(=O)Nc3cc(C)cc(C)c3)c2N)c1
    -3, -6, 7, 1, 5, 0.1, -2, -2
> COc1ccc(C=CC(=O)c2cc(O)ccc2O)cc1
    8, nt, 2, -11, -8, 0.0, 1, 3
> CCOC(=O)C1(Cc2cccc(F)c2)CCN(Cc2cnn(CC)c2)CC1
    nt, -4, -70, nt, -2, 0.0, 1, 1
> COc1ccc(CCNC(=O)COC(=O)c2cc(OC)c(OC)cc2OC)cc1OC
    -1, nt, 1, 22, 4, 0.0, -3, 0
> COc1cccc(CNC(=O)c2csc3c2CCCC3)c1
    4, -4, -10, -1, nt, -0.1, -5, -4
> Cc1c(CCC(=O)NCC(=O)NCC(=O)O)c(=O)oc2cc3oc4c(c3cc12)CCCC4
    1, 3, -10, -3, nt, 0.2, 1, -3
> COC(=O)c1c(NC(=O)c2ccccc2)sc(C(N)=O)c1C
    nt, -2, 0, nt, 1, -0.1, -2, -15
> C[C@H](CO)N1C[C@H](C)[C@@H](CN(C)S(=O)(=O)c2ccc(Cl)cc2)Oc2ccc(NS(=O)(=O)c3ccc(Cl)cc3)cc2CC1=O
    -2, 4, 28, 52, -6, 0.1, -3, -8
> COC(=O)c1cc(Nc2cc(C)c3c(O)cccc3n2)cc(C(=O)OC)c1
    nt, -3, -3, 6, -35, -0.3, -2, 1
> O=C(O)/C=C/C(=O)NCCc1ccccc1
    nt, -1, -23, nt, nt, 0.0, -1, 2
> O=C(N/N=C/c1ccccn1)c1cc(C2CC2)[nH]n1
    2, nt, -51, 1, -12, 0.3, -3, 7
> CC(=O)CSc1ccc(S(=O)(=O)N2CCN(C)CC2)cn1
    2, -1, 4, 1, 3, 0.2, 0, -3
> Cc1sc(NC(=O)C2=COCCO2)c(C(N)=O)c1C
    -2, 6, 7, 2, nt, 0.4, 3, 10
> CN1CCc2c1nc1ccccc1c2N (tested in a mixture with another compound)
    2, -14, -3, 3, -1, 0.2, 2, -1
> COc1ccc(NC(=O)N(C)C[C@@H]2Oc3ccc(NS(C)(=O)=O)cc3CC(=O)N([C@@H](C)CO)C[C@@H]2C)cc1
    3, -4, 3, 20, 0, 0.1, 0, ?
> O=C(NC1CCCCC1)C1CCCN(S(=O)(=O)c2ccc(Br)s2)C1 (stereo not drawn)
    nt, nt, -8, nt, 0, 0.0, -2, -1
> CC(C)(CO)CN1CCC(n2nccc2NC(=O)C2CCCC2)CC1
    0, 2, 7, nt, -3, 0.1, -2, -4
> O=C(N[C@@H]1CC[C@H](CCn2cc(C3(O)CCCC3)nn2)O[C@H]1CO)C1CCCC1
    0, 0, -8, 2, 3, 0.0, 2, 6
> C[C@H](CO)N1C[C@H](C)[C@H](CN(C)Cc2ccc(Cl)c(Cl)c2)Oc2ccc(NC(=O)c3ccncc3)cc2CC1=O
    0, 6, 14, 13, -4, 0.0, -1, 6
> CC(=O)Nc1cccc(C(=O)OCC(=O)c2ccccc2Cl)c1
    nt, 2, 33, nt, 1, -0.1, -1, 29
> O=S(=O)(NCc1ccc(F)cc1)c1ccccc1Br
    -1, nt, 14, 3, -17, 0.2, nt, 0
> COc1ccc(C(=O)OCC(=O)N2CCCCC2)cc1[N+](=O)[O-]
    nt, -11, 0, nt, -11, -0.1, -2, -1
> CCC(=O)N1[C@H](CO)[C@H](c2ccccc2)[C@@H]1CN(C(C)C)S(C)(=O)=O
    7, 0, 12, -4, -1, 0.0, 1, -2
> NC(=O)CSc1nnc(Cn2c(=O)sc3ccccc32)n1-c1ccccc1
    3, -1, 0, 2, -15, 0.1, 0, 1
> COCCN(C(=O)CCCc1nc2ccccc2s1)c1c(N)n(CC(C)C)c(=O)[nH]c1=O
    3, -1, -7, 2, 9, 0.1, 6, 4
> O=[N+]([O-])c1ccc(C=NN2CCCCCC2)cc1
    nt, -3, -65, -2, 19, -0.1, 0, -2
